# RSV antiviral HEp-2 – RSV antiviral activity via CPE protection, HEp-2 cells, primary 10 µM value included (AID 2391). 310,000 tested, 0.13% active. HEp-2 cells, RSV-induced CPE inhibition; higher % means a stronger effect. one-dose CPE inhibition, % at 10 µM; IC50 in µM for titrated hits; in the data active = a potency from the dose series; inconclusive = CPE inhibition mostly from about 23% at the one dose, without a potency; inactive = the rest, 99 in 100 with CPE inhibition below about 21%; note: strong numbers were not always called active
# Dengue-2 NS5 capping – Dengue-2 NS5 methyltransferase inhibitors, primary screen, biochemical, confirmation dose response (AID 588689). Dengue-2 NS5 methyltransferase capping enzyme assay, biochemical; higher % means a stronger effect. 340,000 tested, 0.3% active. one-dose inhibition, % at 25 µM; IC50 in µM for titrated hits; in the data active = a potency from the dose series; inconclusive = inhibition above about 29% without an active follow-up result
# Salmonella PhoP GFP – PhoP-dependent GFP reporter repression – Salmonella Typhimurium, primary screen (AID 1863); inhibition, % at 50 µM; hits with a dose series show IC50 in µM; S. Typhimurium PhoP-regulated promoter GFP reporter, 4 h; higher % means a stronger effect; 300,000 tested, 0.16% active;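 active = inhibition over 29.93%, a cutoff 3 SD above the screen mean, later confirmed by dose response; inconclusive = inhibition over 29.93% but no dose response follow-up; inactive = inhibition at most 29.93% or unconfirmed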;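 note: 0% = low Mg2+ inducing control and 100% = high Mg2+ repressing control; strong numbers were not always called active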
# LYP inhibition – PTPN22 lymphoid phosphatase activity blockers – biochemical, fluorescence intensity, uHTS (AID 1779); inhibition, % at 11.5 µM; hits with a dose series show IC50 in µM; recombinant LYP phosphatase, fluorescence intensity; higher % means a stronger effect; 290,000 tested, 0.054% active; in the data active = inhibition above about 50%;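 note: plate controls were vehicle with enzyme for no effect and no enzyme for full effect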
# GPR35 arrestin U2OS – inhibition of zaprinast-stimulated GPR35 beta-arrestin translocation – imaging, U2OS, beta-arrestin-GFP, zaprinast agonist, primary screen (AID 2058). U2OS GPR35 beta-arrestin-GFP translocation imaging, zaprinast antagonism; higher % means a stronger effect. inhibition, % at 10 µM, or IC50 in µM where a hit was titrated. 290,000 tested, 0.052% active;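 active = inhibition of at least 50% with at least 30 cells and total cytoplasm GFP at most 10,000,000; inconclusive = under 30 cells or total GFP of 10,000,000 plus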
# Rac1 GTP hydrolysis – MgcRacGAP GTPase-activating activity inhibitors, confirmation, biochemical, ADP Hunter fluorescence; 340,000 tested, 0.6% active; one-dose inhibition, % at 30 µM; IC50 in µM for titrated hits; MgcRacGAP-stimulated Rac1 GTP hydrolysis, ADP Hunter fluorescence; higher % means a stronger effect; GST-tagged Rac1 F28L mutant substrate;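 active = first-screen hits whose inhibition reached a set limit at any dose in the follow-up dose series; inconclusive = inhibition above the set first-screen limit but never retested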;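 note: fluorescence reports GDP produced by GAP-driven GTP hydrolysis; strong numbers were not always called active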
# West Nile virus CPE – West Nile virus antiviral activity, cell-based, CPE readout (AID 1621). West Nile virus-infected cells, CPE inhibition; higher % means a stronger effect. 290,000 tested, 0.02% active. CPE inhibition, % at 10 µM; hits with a dose series show IC50 in µM; in the data active = a potency from the dose series; inconclusive = CPE inhibition mostly from about 3.7% at the one dose, without a potency; inactive = the rest, 99 in 100 with CPE inhibition below about 2.2%; note: strong numbers were not always called active
# SV40 large T antigen – SV40 large T antigen inhibitors, biochemical (AID 1903) | SV40 large T antigen ATPase/helicase inhibition assay; higher % means a stronger effect | inhibition, % at 20 µM, or IC50 in µM where a hit was titrated | 310,000 tested, 0.39% active; in the data active = a potency from the dose series; inconclusive = inhibition mostly from about 32% at the one dose, without a potency; inactive = the rest, 99 in 100 with inhibition below about 32%; note: strong numbers were not always called active
# CSM14.1 death rescue – rescue of cells from ER stress-induced death, primary screen, 384-well, CSM14.1, thapsigargin, ATP luminescence (AID 1222) | CSM14.1 thapsigargin-induced death rescue, ATP luminescence; higher % means a stronger effect | cellular ATP content (survival), % at 20 µM, or EC50 in µM where a hit was titrated | 190,000 tested, under 10 active;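 active = EC50 below 50 µM in the dose-response confirmation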;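 note: death triggered by thapsigargin at about 15 µM added after 2 h compound pretreatment; cell ATP read after overnight thapsigargin exposure of roughly 18 to 22 hours; normalized against plate controls of thapsigargin alone and 5% DMSO vehicle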
# Dengue-2 NS5 capping pilot replicate – further read-out of Dengue-2 NS5 capping, marked with its call; inhibition, %; measured here: pilot screen replicate inhibition
# * marks the source's active call; other numbers are inactive results; ? = inconclusive; / = no result given.
SMILES,RSV antiviral HEp-2,Dengue-2 NS5 capping,Salmonella PhoP GFP,LYP inhibition,GPR35 arrestin U2OS,Rac1 GTP hydrolysis,West Nile virus CPE,SV40 large T antigen,CSM14.1 death rescue,others
Cc1ccc(C2N(c3ccc(F)cc3)C(=O)C3CCCN32)cc1 (centres undefined),-0.7%,-7%,-4%,-9%,-23%,3%,0.0%,20%,-0.8%,
Cc1c(C(=O)NNC(=S)Nc2cccc(Cl)c2)nnn1-c1ccccc1,17%,-6%,9%,-2%,31%,7%,-0.3%,20%,-5.9%,
CSc1ccc(NC(=O)Nc2cccn(Cc3ccccc3)c2=O)cc1,-2.1%,2%,0%,-1%,4%,6%,-1.1%,-1%,6.2%,
CN(C(=O)Cc1c(C(=O)O)n(C)c2ccccc12)c1cccc(C(F)(F)F)c1,1.0%,-7%,12%,-7%,3%,6%,0.5%,5%,/,
O=C(CSc1n[nH]c(-c2ccncc2)n1)Nc1ccccc1,2.2%,3%,-8%,-10%,8%,1%,0.3%,4%,/,
O=[N+]([O-])c1cc(CN2CCCC2)ccc1Sc1ccc(Cl)cc1,17%,2%,-4%,-6%,18%,-20%,-1.6%,8%,-2.9%,
Cn1c(=O)n(C)c2cc(S(=O)(=O)N3CCN(c4ccccc4)CC3)ccc21,0.5%,-2%,-5%,-8%,0%,10%,-0.5%,8%,/,
CC(=O)c1cccc(Nc2nc(-c3ccccc3)nc3ccccc23)c1,9.7%,-2%,13%,-6%,7%,10%,-0.3%,3%,/,
Cc1cc(C)nc(N(C#N)CC(=O)N(c2ccccc2)C(C)C)n1,2.7%,-8%,-5%,-2%,0%,5%,-0.1%,5%,-2.2%,
O=C(C1CCN(C2CC(=O)N(Cc3ccccc3)C2=O)CC1)N1CCCCCC1 (centres undefined),-0.5%,-9%,6%,-7%,3%,19%,0.2%,8%,-2.8%,
COc1cccc(C(=O)NC2CCN(CC(=O)NCc3ccccc3OC)CC2)c1,0.0%,-6%,0%,34%,3%,8%,0.3%,12%,0.1%,
COc1ccc(N(C)S(=O)(=O)c2cccc(C(=O)OC(C(=O)Nc3cc(C)cc(C)c3)c3ccccc3)c2)cc1 (centres undefined),6.2%,0%,-6%,-3%,0%,1%,0.4%,3%,-1.4%,
O=C(O)C1CCCN(C(=O)c2cccc3ccccc23)C1 (centres undefined),13%,-2%,7%,-10%,4%,1%,-0.2%,2%,/,
Cc1cccc2c(CCNC(=O)c3ccc([N+](=O)[O-])cc3)c[nH]c12,7.6%,-2%,-9%,4%,-6%,-4%,-1.0%,6%,0.5%,
O=C(NCC(=O)N1CCN(c2ccccc2O)CC1)c1ccc(Br)o1,-1.7%,-3%,-1%,/,/,2%,/,21%,/,
CSc1nnc(-c2ccc(F)cc2)o1,-0.2%,-1%,-6%,1%,-1%,-5%,0.1%,11%,-0.7%,
COc1ccc(-c2nnc3sc(COc4ccc(C)cc4)nn23)cc1,1.5%,3%,10%,-3%,1%,-3%,-0.1%,-3%,-0.5%,
O=S(Cc1ccc(Br)cc1)Cc1nnc(SCc2ccc(Cl)cc2)n1-c1ccccc1 (centres undefined),-4.0%,-7%,3%,-2%,-13%,8%,-1.0%,14%,-3.4%,
CCN(CC)CCCNC(=S)N1CCn2c(nc3ccccc32)C1,-0.5%,-2%,0%,-6%,-5%,7%,-0.5%,3%,-1.7%,
CC(OC(=O)CCOc1ccccc1)C(=O)Nc1ccc(Cl)cn1 (centres undefined),0.6%,-6%,6%,-7%,20%,-1%,-0.1%,9%,/,
O=C(Nc1nnc(-c2ccccc2F)s1)Nc1ccccc1F,1.1%,-2%,4%,-6%,16%,0%,0.5%,-1%,-1.0%,
Cc1ccc(CCC(=O)Nc2nccs2)o1,-0.3%,-7%,-3%,-6%,20%,1%,1.4%,21%,1.4%,
Cc1cc(C)c(S(=O)(=O)Nc2ccc3[nH]c(=O)[nH]c3c2)c(C)c1,16%,-3%,7%,-2%,-3%,-3%,1.6%,9%,/,
COc1cccc(C(=O)N2CCOCC2)c1OC,-0.5%,-4%,-5%,-14%,4%,1%,-0.1%,17%,-1.7%,
CN1CCN(C(=O)c2ccc3c(c2)N(Cc2ccccc2F)C(=O)c2ccccc2S3=O)CC1 (centres undefined),0.5%,-5%,/,-8%,2%,6%,-1.0%,26%,/,
CCNc1nc2ccccc2[nH]1,0.8%,-6%,8%,-7%,5%,10%,0.4%,3%,-1.8%,
O=C(O)CCc1ncc(C(F)(F)F)cc1Cl,2.4%,-8%,-8%,-9%,-8%,5%,0.1%,8%,3.6%,
Cc1cccc(NC(=O)c2cc(=O)[nH]c3ccccc23)c1,2.4%,4%,-6%,-11%,7%,8%,-0.1%,11%,/,
O=C(COC(=O)C1CCC1)NCc1ccc(F)cc1,1.1%,3%,0%,/,/,4%,/,8%,/,
COC(=O)Cn1c2ccc(C)cc2c2nc(C)sc21,1.1%,10%,-2%,-11%,-7%,13%,0.2%,-12%,-0.4%,
CCOc1cc(/C=N/NC(=O)C(=O)NC2CC2)cc(Br)c1O,0.1%,2%,-14%,2%,3%,4%,-0.5%,16%,-2.0%,
CCn1c(SCC(=O)Nc2ccc(C)cc2)nnc1-c1ccc(O)cc1,14%,0%,7%,-5%,-12%,5%,-0.3%,7%,0.3%,Dengue-2 NS5 capping pilot replicate=0.6
Nc1nonc1-n1nnc(C(=O)N/N=C/c2ccc(OCc3ccccc3)cc2)c1CN1CCCCC1,5.0%,-8%,-2%,3%,-2%,6%,0.5%,8%,/,
Cc1ccc(CC(=O)NCc2cccnc2)cc1,3.0%,/,-2%,-5%,11%,/,0.5%,24%,-0.3%,
CCS(=O)(=O)c1ccc(O)c(NC(=O)NC2CCCCC2)c1,2.9%,7%,-11%,-9%,8%,-1%,0.3%,6%,/,
CN(C)c1ccc(C(C(=O)NCC2CCCO2)N(Cc2ccccc2)C(=O)c2snc(C(N)=O)c2N)cc1 (centres undefined),0.6%,-10%,-2%,-1%,6%,4%,0.3%,7%,/,
CCn1c(SCC(=O)NC2=NCCS2)nnc1C(C)NC(=O)c1ccccc1F (centres undefined),1.2%,-3%,2%,-5%,-1%,2%,0.0%,7%,/,
O=C(NCCS(=O)(=O)N1CCN(c2ccccc2F)CC1)c1cc(=O)c2ccccc2o1,0.6%,-2%,-8%,-7%,-6%,8%,-0.5%,13%,/,
Cc1nnc(SCc2ccc(Cl)cc2Cl)[nH]c1=O,1.8%,-7%,-21%,0%,11%,8%,0.2%,0%,-2.4%,
Cc1sc2nc(SCC(=O)N3CCCCC3)[nH]c(=O)c2c1C,2.5%,-22%,0%,0%,-2%,7%,0.0%,3%,-0.1%,
O=C(Nc1ccc(OC(=O)c2ccncc2)cc1)c1ccncc1,1.9%,0%,-4%,-4%,11%,13%,0.0%,?,0.0%,
Cc1cc(C)c(NC(=O)c2ccc3c(c2)C(=O)N(Cc2cccnc2)C3=O)c(C)c1,1.4%,4%,-2%,-7%,-1%,8%,0.1%,6%,/,
Cn1ccc(C(=O)Oc2ccc(C(=O)Nc3ccc(F)cc3F)cc2)n1,0.1%,-3%,0%,-2%,-5%,1%,-0.1%,1%,-1.5%,
O=C1/C(=N\S(=O)(=O)c2cccs2)C([n+]2ccccc2)=C([O-])c2ccccc21,5.4%,0%,-12%,-4%,-2%,3%,0.9%,10%,/,
Cc1ccn2c(c1)nc(=O)c1cc(S(=O)(=O)N3CCOCC3)ccc12,1.7%,-9%,-4%,-16%,-14%,9%,0.9%,7%,/,
COc1cc(/C=N/Nc2nc(C)cc(C)n2)ccc1OC(=O)c1ccco1,0.9%,-8%,-23%,-3%,11%,13%,-0.2%,18%,-1.5%,
O=C(Nc1nccs1)c1ccc2ccccc2c1,7.2%,0%,-5%,-5%,5%,20%,-0.3%,-2%,/,
Cc1c(CCOC(=O)c2cc([N+](=O)[O-])cc([N+](=O)[O-])c2)sc[n+]1CC(=O)c1ccccc1,5.2%,-5%,9%,-2%,7%,-35%,-0.2%,1%,5.4%,
COc1ccc(NC(=O)CC(=O)Nc2ccc(OC)cc2OC)c(OC)c1,-0.3%,-10%,-13%,0%,3%,10%,0.0%,13%,/,
O=C(NCCCc1nc2ccccc2[nH]1)c1cccs1,-0.4%,-3%,1%,-7%,6%,6%,0.0%,28%,-0.1%,
COc1ccc(NC(=O)CSc2nc3ccccc3c(=O)n2CCC(=O)N2CCCCC2)cc1,1.4%,-3%,-10%,3%,7%,5%,0.5%,0%,6.4%,
Cc1nc(OCC(=O)c2ccc(Cl)cc2)c(C#N)c2c1COC(C)(C)C2,-1.8%,-8%,16%,2%,-6%,7%,-0.2%,0%,-0.8%,
CCCc1cc2c(cc1NC(=O)c1ccc(C(C)(C)C)cc1)OCO2,2.6%,-6%,22%,-1%,16%,2%,-1.8%,1%,-1.4%,
